Bioassay records from PubChem BioAssay.
CF NFkB block: cystic fibrosis NF-kB activation inhibition. KKLEB NF-kB-GFP reporter, PAF-induced, GFP fluorescence overnight. inhibition, % at 5 µM. 360,000 compounds, 0.86% hits;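 active means at least 50% inhibition at 5 µM, scaled per plate between neutral and stimulator controls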;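 further: PAF is a Pseudomonas aeruginosa culture filtrate used as stimulus; plate controls were PAF-stimulated DMSO wells for no effect and unstimulated DMSO wells for full effect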
EBV LMP1 NFkB: Epstein-Barr LMP1 NF-kappaB reporter inhibition; LMP1-induced NF-kappaB luciferase reporter cells, luminescence; 350,000 compounds, 0.69% hits; inhibition, % at 12.5 µM; in the data active means inhibition above about 41%;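 further: 0% = neutral control wells and 100% = reference inhibitor control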
Peg3 prom inh: Peg3 promoter activity inhibition | HeLa PEG-Prom luciferase reporter, luminescence, overnight | inhibition, % at 20 µM | 360,000 compounds, 1.7% hits | AID 588405;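 active means inhibition of at least 50% at 20 µM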
KKLEB cytotox: counter-screen for CF NF-kB inhibitors: cytotoxicity | KKLEB CF airway cells viability, ATPlite luminescence, overnight; active compounds read low; cells stimulated with P. aeruginosa culture filtrate | activity change (cytotoxicity), % at 5 µM | 360,000 compounds, 0.36% hits;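 active means corrected activity change at or below -50% at 5 µM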
HIF-2a inh: HIF-2a inhibition; 786-0 RCC cells HIF-2a reporter, luciferase luminescence, overnight; inhibition, % at 18.8 µM; 360,000 compounds, 0.72% hits;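 active means inhibition of the luminescence signal of 40% or more relative to plate controls, in a single-dose primary screen at 18.75 µM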
MITF TRPM1 inh: reduces MITF-dependent TRPM1 promoter luciferase signal; SK-MEL-5 TRPM1 promoter luciferase, 24 h; inhibition, % at 12.5 µM; 330,000 compounds, 0.83% hits; AID 488899;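 active means mean inhibition across replicates of 60% or more, whatever share of single replicates reaches that level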; further: values of inactives mirror those of a sister screen read the other way
Shn3 3UTR inh: reduces Shn3 3'UTR luciferase signal in osteoblasts; AID 588674; Clone20 osteoblast Shn3 3'UTR firefly luciferase, 24 h; 360,000 compounds, 0.52% hits; inhibition, % at 12.5 µM;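 active means mean inhibition of at least 75% with every replicate also reaching 75%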;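 further: 0% = median of neutral control wells and 100% = pilot-screen positive control compound; some compounds past the cut are filed as inactive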
NR2E3 ag-1: activates human photoreceptor nuclear receptor NR2E3. GST-NR2E3/biotin-RetCOR TR-FRET, 1536-well. inhibition of corepressor binding, % at 4.78 µM. 320,000 compounds, 0.12% hits. AID 2300;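 active means percent inhibition above the cutoff of mean plus 3 SD of all tested compounds, set per screening campaign, cut at about 20% in these data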;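 further: 0% = DMSO wells and 100% = biotin wells as full block of FRET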
Target sequence (Q9Y5X4 whole entry, looked up): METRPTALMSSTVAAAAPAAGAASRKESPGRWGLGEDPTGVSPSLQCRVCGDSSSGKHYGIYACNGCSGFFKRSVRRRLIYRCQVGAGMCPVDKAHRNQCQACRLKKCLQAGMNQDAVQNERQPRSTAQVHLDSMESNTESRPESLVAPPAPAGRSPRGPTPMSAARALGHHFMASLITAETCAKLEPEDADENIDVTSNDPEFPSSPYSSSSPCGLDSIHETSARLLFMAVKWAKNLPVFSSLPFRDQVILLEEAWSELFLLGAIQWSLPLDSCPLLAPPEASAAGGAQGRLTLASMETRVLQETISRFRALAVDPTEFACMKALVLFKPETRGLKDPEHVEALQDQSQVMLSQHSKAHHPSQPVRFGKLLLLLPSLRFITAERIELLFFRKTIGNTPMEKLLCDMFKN
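Material – GST-tagged NR2E3 plus biotinylated RetCOR corepressor · Quantity – NR2E3 fusion 1.35 nM · Times – 5 h incubation at 4 °C · Medium – pH 7.5 Tris-based buffer · Technique – TR-FRET, Eu(K)-anti-GST donor, streptavidin-D2 acceptor, ex 340, em 617/671 nm · Benchmarks – high control biotin, low control 0.6% DMSO · Format – 1536-well plates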
hiPSC survival: increases survival of single human iPS cells; hiPSC single-cell survival, ATPlite luminescence; 100% = ROCK inhibitor wells, 0% = DMSO; survival enhancement, % at 20 µM; 360,000 compounds, 0.044% hits; in the data active means survival enhancement above about 18%;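 further: cells exposed to compounds for 16 hours before the ATP read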
C8 TRAIL sens: caspase-8 TRAIL sensitization | NB7+C8 cells + TRAIL, ATPlite viability luminescence | inhibition (viability loss, TRAIL sensitization), % at 10 µM | 360,000 compounds, 1% hits;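 active means compounds causing at least 50% loss of cell viability in the single-dose screen, relative to plate controls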
NR2E3 ag-2: activates human NR2E3 receptor. inhibition of corepressor binding, % at 3.98 µM. Q9Y5X4. CHO-S Gal4-NCOR/VP16-NR2E3 two-hybrid, luciferase. 360,000 compounds, 0.35% hits. AID 602229;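 active means inhibition above the mean of all tested compounds plus 3 SD, cut at about 70% in these data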;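 further: 0% = DMSO with NR2E3 transfected cells and 100% = cells lacking NR2E3 construct; higher means lower luciferase signal from less NR2E3 corepressor binding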
The depositor's hits bear a star; . = not tested or not shown; & = joins results of further samples. Only part of the results is shown (hit frequency here may not be typical).

SMILES	CF NFkB block	EBV LMP1 NFkB	Peg3 prom inh	KKLEB cytotox	HIF-2a inh	MITF TRPM1 inh	Shn3 3UTR inh	NR2E3 ag-1	hiPSC survival	C8 TRAIL sens	NR2E3 ag-2
Cc1ccc(Cc2cnc(NC(=O)/C(C#N)=C/c3ccc(-c4cccc([N+](=O)[O-])c4)o3)s2)cc1	3	-6	71*	-4	-11	8	9	1	-1.9	14	-22
CCN(CC)CCNC(=O)c1ccc(Sc2ccc(Cl)cc2)c(NC(C)=O)c1	-1	-4	-6	-7	4	-16	7	4	-0.3	-2	-6
N/C(CN1CCCC1=O)=N\OC(=O)c1ccc(Cl)cc1	10	-6	1	11	-12	2	-41	0	1.0	-5	-13
O=C(Cc1ccc([N+](=O)[O-])cc1)c1c(O)cc(O)cc1O	19	-4	-21	-6	-20	0	.	-2	-0.2	-15	-35
Cc1ccc(C(=O)ONc2ccc(N=O)cc2)cc1	0	5	11	7	-15	-2	2	-3	0.1	-5	-2
COc1ccc(O)c(/C=N/N=C/c2cccc([N+](=O)[O-])c2)c1	-1	-3	-47	5	-14	-76	-35	-1	0.1	-5	-22
COC(=O)c1ccc(C(=O)OC)c(NC(=S)N2CCN(c3ccccn3)CC2)c1	-12	8	-28	-12	12	6	24	-4	-0.2	0	-11
CCOc1ccc(C(c2nnnn2Cc2ccccc2)N2CCN(C(=O)c3ccco3)CC2)cc1 (centres undefined)	5	-2	34	-4	21	-29	-42	-1	-0.1	3	-25
CC(C)C[C@H](NC(=O)c1[nH]cnc1C(=O)Nc1ccccc1)C(=O)OC(C)(C)C	23	-3	26	-6	24	1	5	-1	-1.6	29	-12
CCCCNCCS(=O)(=O)NCc1ccccc1OC	20	-6	1	8	5	-8	-6	.	-0.5	-1	-11
CC1COC2C(O1)N(S(C)(=O)=O)CCN2S(C)(=O)=O (centres undefined)	2	-6	9	-1	16	3	1	1	-1.4	-7	6
O=C(c1ccccc1)c1ccc(N2CCN(C(=O)c3cccc(F)c3F)CC2)c(F)c1	-29	5	8	6	-1	-7	29	-1	1.3	14	30
Cn1c2ccccc2c2ncn(Cc3ccco3)c(=O)c21	-18	-15	-14	3	-34	9	-12	0	-0.6	22	-1
COc1ccccc1N1CCN(C2CC(=O)N(c3cccc(Br)c3)C2=O)CC1 (centres undefined)	0	3	8	2	11	3	-3	.	-0.5	-11	0
Cc1cc(C)c(C)c(OCCNCc2ccccc2)c1	0	1	12	8	17	8	9	5	1.8	2	4
COc1ccc(CNc2nc3ccccc3n2Cc2ccc(C)cc2)cc1OC	5	0	-4	5	19	0	9	2	0.5	7	-18
Cn1c(=O)c2c(ncn2CC(=O)O)n(C)c1=O	-5	.	-3	4	5	.	-1	.	-0.8	-5	-61
CCOc1ccc(C2(C)CC(=O)N(C)C2=O)cc1 (centres undefined)	-5	4	3	0	13	-12	-8	2	1.1	-4	-4
COc1ccc2[nH]cc(CCNC(=O)C3CCCO3)c2c1 (centres undefined)	-32	5	-8	10	9	11	-12	1	-1.3	4	22
O=C(NC(=S)Nc1ccc2[nH]c(=O)[nH]c2c1)c1ccccc1[N+](=O)[O-]	10	5	9	-20	11	-6	8	0	0.1	-18	-13
COCCCNc1nc2c(-c3cccc(C(F)(F)F)c3)nnn2c2ccccc12	2	-4	-19	2	2	13	-6	2	4.0	-7	-29
Oc1ccc(/C=N/N2CCN(c3ccccn3)CC2)cc1	8	-4	-56	8	-97	-13	.	-6	-0.1	-3	9
O=C(Nc1ccc(S(=O)(=O)NC2CCCCC2)cc1)c1ccc(Br)o1	12	-7	7	1	8	-10	1	3	-0.7	-10	-2
O=C(C1CC1)N1CCc2cc(S(=O)(=O)NCCCN3CCCCC3)ccc21	8	-3	-2	8	3	-6	8	-3	-0.1	2	-5
CN(C)C(=O)CSc1nnc2sc3ccccc3n12	-16	-9	1	3	-5	-6	-5	1	0.9	9	-16
Cc1nn(-c2cc(N3CCOCC3)ccc2N)c(=O)c2ccccc12	-3	2	-5	-3	12	3	-1	0	2.8	-6	-10
COC(=O)c1ccc(Cn2cnc3c(cnn3-c3ccc(Cl)cc3)c2=O)o1	-14	-7	-17	3	23	10	9	-1	0.5	-6	-11
COc1ccccc1C(O)(C(=O)NN(C)c1ccccc1)c1ccccc1OC	6	-1	2	2	38	0	-15	4	2.8	-12	9
Oc1ccc(C[C@H]2CNCCN2CCc2cc(C(F)(F)F)cc(C(F)(F)F)c2)cc1	1	7	58*	-8	-90	0	-18	-2	-0.6	0	14
COc1ccc(N2CC(C(=O)Nc3cc(C)on3)CC2=O)cc1 (centres undefined)	5	-6	8	1	5	5	11	-3	-1.2	-6	-16
CCN(Cc1nc2cc(Cl)ccc2c(=O)[nH]1)C(=O)c1nn(C)c(=O)c2ccccc12	-19	-2	3	0	-2	-10	14	0	3.4	-9	16
CCN(CC)CC#CC(O)(c1ccccc1)c1ccccc1	2	4	-4	-5	9	4	5	3	0.5	-8	-13
CC(C)N(Cc1ccccc1)C(=O)COC(=O)c1ccc(O)cc1	-13	0	8	7	-2	-1	-8	1	-0.6	-3	-3
COc1ccc(S(=O)(=O)c2cnc3ccc(OC)cc3c2N2CCC3(CC2)OCCO3)cc1	0	11	45	-10	28	-7	-9	-1	-0.2	6	-12
Cc1ccccc1NC(=O)C(C)OC(=O)CNS(=O)(=O)c1ccc(C#N)cc1 (centres undefined)	8	7	7	9	20	-2	-1	-3	2.5	-5	6
CCS(=O)(=O)/N=C(\N)c1ccccc1	6	-1	2	-1	8	9	3	5	-1.1	1	11
Cc1ccc(NC(=O)CN(C)C(=O)c2ccc(Cl)c([N+](=O)[O-])c2)cc1	0	-6	2	-2	3	-10	-1	-2	-0.9	-5	13
C=CCn1c(SCC(=O)Nc2ccc(C(=O)OCC)cc2)nnc1-c1cccs1	2	-4	4	7	28	-9	6	3	-2.5	-1	3
CC(=O)Nc1cccc(-c2ccnc3c2CC(C(=O)NCc2cccc(Cl)c2)O3)c1 (centres undefined)	-32	.	29	-6	24	.	17	.	-1.4	17	-13
CCN1CCN(C(=O)CS(=O)(=O)Cc2nc(-c3cccc(OC)c3)oc2C)CC1	11	2	4	7	8	-5	-10	-1	-0.3	12	-19
C/C(N)=C(/C#N)C(=O)CSc1nnc(Nc2cccc(C)c2C)s1	-4&10	-19&-24	-148&-122	-1&2	-149&-155	-39&-46	-15&-56	4	-1.5&-1.8	-11&-3	1&-73
O=C(N[C@@H](Cc1ccc(Br)cc1)C(=O)O)OCC1c2ccccc2-c2ccccc21	6	3	0	8	18	1	-9	2	-1.5	6	30
CCCCN(CCCC)CCNC(=O)CN1C(=O)CSc2ccc(S(=O)(=O)N3CCCCC3)cc21	14	-9	7	3	0	-20	4	2	-0.3	-6	2
O=C(C1=C[C@@H]2[C@H]3C(=O)N(c4ccc(Cl)cc4)C(=O)[C@H]3[C@@H](C(=O)c3ccc(Cl)cc3)N2C=C1)c1ccccc1	-6	-16	19	8	5	7	-14	4	-2.2	5	-1
CN1CCN(c2ccc(C(=O)c3ccc(F)cc3)cc2)CC1	2	-20	-210	-3	-196	-69	-79	-1	-0.3	17	-110

Some of these compounds in order of heavy-atom count, ascending:
SMILES	CF NFkB block	EBV LMP1 NFkB	Peg3 prom inh	KKLEB cytotox	HIF-2a inh	MITF TRPM1 inh	Shn3 3UTR inh	NR2E3 ag-1	hiPSC survival	C8 TRAIL sens	NR2E3 ag-2
CCS(=O)(=O)/N=C(\N)c1ccccc1	6	-1	2	-1	8	9	3	5	-1.1	1	11
CCN(CC)CC#CC(O)(c1ccccc1)c1ccccc1	2	4	-4	-5	9	4	5	3	0.5	-8	-13
CC(C)N(Cc1ccccc1)C(=O)COC(=O)c1ccc(O)cc1	-13	0	8	7	-2	-1	-8	1	-0.6	-3	-3
Cc1ccc(NC(=O)CN(C)C(=O)c2ccc(Cl)c([N+](=O)[O-])c2)cc1	0	-6	2	-2	3	-10	-1	-2	-0.9	-5	13
Cc1ccccc1NC(=O)C(C)OC(=O)CNS(=O)(=O)c1ccc(C#N)cc1 (centres undefined)	8	7	7	9	20	-2	-1	-3	2.5	-5	6
C=CCn1c(SCC(=O)Nc2ccc(C(=O)OCC)cc2)nnc1-c1cccs1	2	-4	4	7	28	-9	6	3	-2.5	-1	3
O=C(N[C@@H](Cc1ccc(Br)cc1)C(=O)O)OCC1c2ccccc2-c2ccccc21	6	3	0	8	18	1	-9	2	-1.5	6	30
COc1ccc(S(=O)(=O)c2cnc3ccc(OC)cc3c2N2CCC3(CC2)OCCO3)cc1	0	11	45	-10	28	-7	-9	-1	-0.2	6	-12
CCCCN(CCCC)CCNC(=O)CN1C(=O)CSc2ccc(S(=O)(=O)N3CCCCC3)cc21	14	-9	7	3	0	-20	4	2	-0.3	-6	2
O=C(C1=C[C@@H]2[C@H]3C(=O)N(c4ccc(Cl)cc4)C(=O)[C@H]3[C@@H](C(=O)c3ccc(Cl)cc3)N2C=C1)c1ccccc1	-6	-16	19	8	5	7	-14	4	-2.2	5	-1

The listing continues:
SMILES	CF NFkB block	EBV LMP1 NFkB	Peg3 prom inh	KKLEB cytotox	HIF-2a inh	MITF TRPM1 inh	Shn3 3UTR inh	NR2E3 ag-1	hiPSC survival	C8 TRAIL sens	NR2E3 ag-2
O=S(=O)(NCCOC12CC3CC(CC(C3)C1)C2)c1cccc2nsnc12	17	3	-10	-1	22	4	15	2	0.6	10	4
Cc1cc(C)c(C)c(S(=O)(=O)N2CCN(C(=O)c3ccc4c(=O)n5c(nc4c3)CCC5)CC2)c1C	-15	6	1	3	11	5	-9	-3	-0.6	23	16
CC(=O)N1CCN(Cc2nc(-c3cccc(Cl)c3)no2)CC1	-16	-5	-24	2	-17	-8	-13	0	-0.5	-7	-8
O=C(c1ccc(S(=O)(=O)NCc2ccco2)cc1)N1CCN(Cc2ccccc2)CC1	12	-1	2	-4	3	1	-17	1	-0.4	7	20
COCCN1C(=O)c2ccc(C(=O)Nc3nccs3)cc2C1=O	13	-1	15	2	-7	5	9	-1	-1.3	-13	-13
Cn1cc(C(=O)C(=O)N2CCCc3ccccc32)c2ccccc21	25	-12	22	-16	11	8	-25	-4	0.5	3	-38
CC(C)OCCCN(C)C1CCN(S(=O)(=O)c2ccc(-c3ccc(=O)[nH]n3)s2)CC1	0	5	-51	-2	11	-22	-8	3	-0.1	0	-21
N#Cc1ccccc1OCCn1cncn1	-6	4	-5	-28	-5	-5	-12	-2	-0.1	-7	-8
